CAL PDZ FP-1: inhibitors of human CAL PDZ peptide binding | Q9HD26 | purified CAL PDZ, TMR-peptide fluorescence polarization, 1 h | inhibition, % at 24.9 µM | 300,000 tested, 0.92% active | AID 602252;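 active = mean inhibition of at least 30% with at least half of replicates also reaching 30%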;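 also: 0% = DMSO neutral control and 100% = excess unlabeled competitor peptide PRC23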
LANA DNA inh: inhibitors of KSHV LANA C-terminal domain DNA binding; 340,000 tested, 0.078% active; AID 504423; MBP-C-LANA/FAM-LBS DNA binding, fluorescence polarization; inhibition, % at 9 µM;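 active = highest replicate inhibition at or above 60% at 9 µM, even if other replicates fall short; inactive = all replicates below 60% inhibition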;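 also: 0% = neutral control wells and 100% = 4 µM acridine orange control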
SR-BI DiI-HDL act: SR-BI HDL lipid transfer activation; CHO ldlA[mSR-BI] cells, DiI-HDL uptake fluorescence, 3 h; 100 = double the neutral-control signal; activation, % at 12.5 µM; 320,000 tested, 0.096% active;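 active = mean replicate activation of at least 60% and every replicate at or above 60%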;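 also: 0% = median plate neutral-control signal and 100% = twice that signal; values of inactives mirror those of a sister screen read the other way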
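Material: SR-BI-overexpressing, LDLR-lacking CHO cells; schedule: compound exposure 3 h, 37 °C; reagent: DiI-labelled HDL at 10 µg/mL final; technique: bottom-read fluorescence, 550/595 nm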
Rtt109 HAT inh: blocks Candida albicans Rtt109/Vps75 acetyltransferase activity | Q5AAJ8 | purified Rtt109/Vps75, ThioGlo CoA-SH fluorescence, 4 h | inhibition, % at 34.9 µM | 330,000 tested, 0.16% active | AID 540336;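 active = inhibition of at least 50% in every replicate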
Target sequence (Q5AAJ8 whole entry, looked up): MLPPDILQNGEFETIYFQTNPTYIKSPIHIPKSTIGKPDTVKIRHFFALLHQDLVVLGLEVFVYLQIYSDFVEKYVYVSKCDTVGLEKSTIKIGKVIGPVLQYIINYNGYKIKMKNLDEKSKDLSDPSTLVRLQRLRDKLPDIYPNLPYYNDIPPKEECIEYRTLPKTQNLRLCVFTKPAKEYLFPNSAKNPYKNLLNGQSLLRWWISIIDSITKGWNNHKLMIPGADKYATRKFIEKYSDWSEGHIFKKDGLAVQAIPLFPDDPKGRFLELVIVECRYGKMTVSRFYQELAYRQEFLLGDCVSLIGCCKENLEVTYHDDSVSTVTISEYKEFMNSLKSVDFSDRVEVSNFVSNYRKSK
DAGLB inhibitor: diacylglycerol lipase beta (human) inhibition | Q8NCG7 | HEK293T DAGLB membrane lysate, EnzChek fluorogenic substrate | inhibition, % at 5.17 µM | 340,000 tested, 0.059% active | AID 504411; in the data active = inhibition above about 34%;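 also: 0% = enzyme with vehicle and 100% = wells lacking enzyme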
Cardiac RTF inh: cardiac RTF calcium desensitization | P19429+P45379 | inhibition, % at 7.15 µM | AID 493244 | IANBD-labeled cardiac RTF, Ca2+ fluorescence | 340,000 tested, 0.12% active;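 active = inhibition above the mean inhibition of all tested compounds plus 3 SD, cut at about 17% in these data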;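 also: assay run at fixed EC70 calcium of 1.6 mM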
CAL PDZ FP-2: inhibitors of human CAL PDZ peptide binding; Q9HD26; purified CAL PDZ, TMR-peptide fluorescence polarization, 1 h; inhibition, % at 20 µM; 330,000 tested, 0.02% active; AID 504414;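 active = highest replicate inhibition of at least 40%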;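 also: plate controls were DMSO neutral control wells for no effect and unlabeled competitor peptide control wells for full effect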
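Test system: purified CerCALP PDZ construct; Compound dosing: one concentration, 20 µM compound; Also added: TMR-labelled reporter peptide T*-PRC34 bound in PDZ groove; Read-out: inhibition from polarization loss; Controls: unlabelled peptide and DMSO controls; Signal: FP readout, S and P plane fluorescence; Incubation: 1 h at RT.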
cardiac RTF act: increases calcium sensitivity of human cardiac regulated thin filaments; P19429+P45379; IANBD-labeled TnC RTF fluorescence at EC20 calcium; 0% EC20 calcium, 100% full calcium; activation, % at 7.2 µM; 340,000 tested, 0.24% active; AID 493008;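 active = activation above the mean over all tested compounds plus 3 SD, cut at about 30% in these data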;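 also: rise in fluorescence read as greater calcium sensitivity of cardiac thin filaments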
PKA-R2B act: activates the human PKA-R2B holoenzyme complex; PKA-R2B holoenzyme dissociation, Cy5-IP20 fluorescence polarization; R2B truncated from residue 108, S112A mutant; 0% DMSO only, 100% 113 µM cGMP; activation, % at 11.4 µM; 340,000 tested, 0.079% active;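 active = activation above a cutoff set at the mean over all compounds plus 3 SD, cut at about 18% in these data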;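 also: higher means more holoenzyme dissociation and a rise in polarization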
Keap1 Nrf2 FP: inhibitors of human Keap1-Nrf2 protein-protein interaction; Q14145; Keap1 Kelch-Nrf2 peptide fluorescence polarization, 1536-well; inhibition, % at 9.4 µM; 340,000 tested, 0.15% active; in the data active = inhibition above about 12%;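 also: human Keap1 Kelch domain with fluorescein labeled Nrf2 9mer peptide probe; 0% = neutral control wells and 100% = peptide positive control; higher means more block of Keap1 binding to Nrf2 peptide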
Target sequence (Q14145 whole entry, looked up, the tested form may be a part): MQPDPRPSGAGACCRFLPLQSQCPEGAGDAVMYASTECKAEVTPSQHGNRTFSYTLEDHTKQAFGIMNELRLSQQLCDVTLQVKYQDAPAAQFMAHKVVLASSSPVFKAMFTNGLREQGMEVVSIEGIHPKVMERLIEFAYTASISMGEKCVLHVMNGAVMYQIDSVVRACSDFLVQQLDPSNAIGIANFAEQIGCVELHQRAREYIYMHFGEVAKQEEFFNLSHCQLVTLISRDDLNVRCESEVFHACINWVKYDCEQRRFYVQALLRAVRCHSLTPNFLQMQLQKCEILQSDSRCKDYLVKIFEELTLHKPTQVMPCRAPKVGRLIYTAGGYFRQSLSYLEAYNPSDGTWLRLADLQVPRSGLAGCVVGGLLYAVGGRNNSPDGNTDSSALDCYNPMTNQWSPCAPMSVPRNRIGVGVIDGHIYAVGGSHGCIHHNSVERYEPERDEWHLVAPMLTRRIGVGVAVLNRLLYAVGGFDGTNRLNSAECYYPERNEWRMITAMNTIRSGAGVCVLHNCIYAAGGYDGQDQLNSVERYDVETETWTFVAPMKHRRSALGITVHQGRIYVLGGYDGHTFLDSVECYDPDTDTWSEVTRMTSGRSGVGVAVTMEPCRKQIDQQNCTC
* = called active by the depositor; nt = no result given.

SMILES	CAL PDZ FP-1	LANA DNA inh	SR-BI DiI-HDL act	Rtt109 HAT inh	DAGLB inhibitor	Cardiac RTF inh	CAL PDZ FP-2	cardiac RTF act	PKA-R2B act	Keap1 Nrf2 FP
Cc1nnc(Nc2ccc3c(c2)ncn3C)c2ccccc12	1.2	-1.3	13.1	1.3	0.7	5.4	-4.4	1.9	-1.2	-1.1
CC1CCN(c2ccccc2NC(=O)c2cc([N+](=O)[O-])ccc2N2CCOCC2)CC1	-3.2	-0.4	-2.0	53.6*	-9.2	-6.6	-1.2	0.3	-3.8	-5.4
CC(=O)N[C@@H](Cc1ccc(O)cc1)CN1C(N)=NC[C@@H]1CC(C)C	-1.3	-0.5	23.9	2.8	3.1	-1.6	0.3	5.7	-3.4	-7.0
Cc1nn(-c2ccccc2)c(C)c1C(=O)OCC(=O)NC12CC3CC(CC(C3)C1)C2	-3.0	-1.0	-11.8	-24.2	-6.4	-1.5	-1.9	-6.1	-8.6	1.2
O=c1cc(O)n(C2CCCCCC2)c(=O)[nH]1	-12.0	-3.1	10.3	-3.4	15.7	-7.6	-2.5	0.9	-10.1	-8.8
COCc1ccccc1C1=CC(=O)C[C@H](c2ccc(F)cc2)C1	-1.4	1.2	-2.9	9.9	-0.8	-4.2	0.2	1.1	-11.0	3.4
O=[N+]([O-])c1ccccc1S(=O)(=O)Nc1ccc(-c2ccc(N3CCOCC3)nn2)cc1	-2.1	1.0	20.2	0.7	3.3	-15.6	-3.8	5.6	-10.2	-2.5
Cc1c(S(=O)(=O)N2CCN(c3cccc(C(F)(F)F)c3)CC2)c(=O)n(C)c(=O)n1C	nt	1.1	5.7	-0.5	-0.3	3.5	-0.3	-2.9	-8.7	-6.2
O=C(COC(=O)CCc1nc2ccccc2c(=O)[nH]1)NC1CCS(=O)(=O)C1 (stereo not drawn)	-4.3	-0.6	nt	-0.4	0.2	-17.3	-0.9	0.2	2.7	1.0
CCOc1cc(/C=C(\C(=O)O)c2ccc(S(=O)(=O)N3CCCC3)s2)ccc1OC	1.0	1.0	-1.1	-0.9	-0.5	-5.5	-1.7	-1.1	-10.6	-4.7
CC(C(=O)N1CCCCC1)N1C(=O)c2ccccc2C1=O (stereo not drawn)	-0.5	0.2	10.4	-21.8	0.7	-5.8	1.2	-5.0	3.5	6.6
CC1(C)SC2c3ccccc3C(=O)N2[C@@H]1C(=O)NC1CC1 (stereo partly drawn)	1.9	-1.0	3.8	-9.4	2.3	-0.7	-3.3	3.3	-8.6	-0.4
CC(OC(=O)c1ccco1)C(=O)NCc1ccc2c(c1)OCO2 (stereo not drawn)	-1.1	-0.7	4.9	-8.3	2.3	9.7	-1.6	-2.9	-4.5	2.4
COC(=O)C(CC(=O)c1ccc(C)cc1)n1cccn1 (stereo not drawn)	nt	2.7	9.9	-0.1	-2.1	-8.8	0.8	0.5	-9.7	1.9
CC(C(=O)Nc1cccc([N+](=O)[O-])c1)n1nnc2ccccc21 (stereo not drawn)	7.6	-0.5	-14.0	1.8	-0.6	-2.8	-0.7	1.6	-1.2	-6.5
CN(C(=O)CCCN1C(=O)c2ccccc2C1=O)C1CCCCC1	nt	-0.3	7.0	3.5	-2.1	-2.8	-1.0	5.1	-0.1	0.2
O=C(Oc1ccc(-c2ccccc2)cc1)c1ccco1	2.2	-0.2	2.3	5.5	-12.8	-1.4	1.7	2.4	-10.0	-5.9
C=CCC[C@H](Cc1ccc(F)cc1)C(=O)OC[C@@H](Cc1c[nH]c2ccccc12)NC(=O)[C@@H](CC=C)CC(=O)N(CCO)Cc1ccccc1	-9.3	-4.2	-27.4	-3.8	-10.1	1.4	1.1	2.1	-8.4	4.2
CCC(C(=O)NC(C)(C)C)N(Cc1ccc(F)cc1)C(=O)c1snc(C(N)=O)c1N (stereo not drawn)	-3.7	0.1	20.3	9.1	-4.9	1.5	-0.6	-9.8	-0.9	-5.8
Cc1occc1C(=O)N1CCN(c2ncccn2)CC1	0.6	-1.7	8.9	2.8	-2.3	1.3	0.3	3.3	-6.0	-0.3
O=C(Cc1ccc(Br)cc1)N1CCCC1	6.2	-0.3	3.1	13.8	1.6	1.8	2.8	1.3	-4.0	1.3
Cc1cc(C)cc(NC(=S)NCC2CCN(C(C)c3ccccc3)C2)c1 (stereo not drawn)	-4.7	-1.5	-1.1	12.6	-0.1	-2.9	0.0	9.1	10.9	-2.5
CC(C)CNS(=O)(=O)c1cc(C(=O)OCC(=O)N2CCOCC2)c(Cl)cc1Cl	-0.3	1.4	-24.1	-6.5	1.2	-17.5	-2.0	-10.5	5.2	-1.6
O=C(O)/C=C/C(=O)Nc1ccc(OC(F)(F)F)cc1Br	-4.8	-0.7	9.1	2.0	0.9	0.1	0.3	-2.0	-7.7	1.1
Cc1cc2[nH]c3c4ccccc4nc(C)c3c2cc1C	-5.5	0.3	11.0	-0.8	1.8	-1.4	-8.9	-0.5	-0.2	-8.1

Five entries picked at random from the list so far:
SMILES	CAL PDZ FP-1	LANA DNA inh	SR-BI DiI-HDL act	Rtt109 HAT inh	DAGLB inhibitor	Cardiac RTF inh	CAL PDZ FP-2	cardiac RTF act	PKA-R2B act	Keap1 Nrf2 FP
CN(C(=O)CCCN1C(=O)c2ccccc2C1=O)C1CCCCC1	nt	-0.3	7.0	3.5	-2.1	-2.8	-1.0	5.1	-0.1	0.2
O=C(Oc1ccc(-c2ccccc2)cc1)c1ccco1	2.2	-0.2	2.3	5.5	-12.8	-1.4	1.7	2.4	-10.0	-5.9
O=c1cc(O)n(C2CCCCCC2)c(=O)[nH]1	-12.0	-3.1	10.3	-3.4	15.7	-7.6	-2.5	0.9	-10.1	-8.8
O=C(O)/C=C/C(=O)Nc1ccc(OC(F)(F)F)cc1Br	-4.8	-0.7	9.1	2.0	0.9	0.1	0.3	-2.0	-7.7	1.1
O=[N+]([O-])c1ccccc1S(=O)(=O)Nc1ccc(-c2ccc(N3CCOCC3)nn2)cc1	-2.1	1.0	20.2	0.7	3.3	-15.6	-3.8	5.6	-10.2	-2.5

(further entries)
SMILES	CAL PDZ FP-1	LANA DNA inh	SR-BI DiI-HDL act	Rtt109 HAT inh	DAGLB inhibitor	Cardiac RTF inh	CAL PDZ FP-2	cardiac RTF act	PKA-R2B act	Keap1 Nrf2 FP
O=C(O)C1=CC[C@@H](c2ccc(Cl)cc2)N(S(=O)(=O)c2ccc(Cl)cc2)[C@H]1c1ccc(Br)cc1	-1.7	0.6	1.3	-4.9	3.9	-5.4	-0.7	-6.5	2.3	-0.2
O=C(c1cccs1)N1CCN=C1SCc1cccc(F)c1	-2.3	-1.4	16.6	-5.0	-0.1	-4.6	-4.1	17.1	-8.3	-2.4
COc1cc(C(=O)Nc2ccc(S(=O)(=O)N(C)c3ccccc3)cc2)cc(OC)c1OC	-9.4	-0.4	-29.7	21.8	-0.7	-2.1	-2.2	0.3	-5.6	-2.4
O=C(C1CCN(Cc2ccc(F)cc2)CC1)N1CCN(C/C=C/c2ccccc2)CC1	2.7	1.6	-4.1	-10.9	3.2	-5.2	-1.2	8.2	-3.9	-10.2
COc1ccc(N2CCN(CCNC(=O)Nc3ccc(C)cc3Cl)CC2)cc1	0.2	0.8	-27.9	2.8	-0.6	-11.6	1.9	-7.9	13.4	1.1
COc1ccc(OCC(=O)Nc2nc3c(s2)CCCC3)cc1	71.8*	1.6	9.4	6.0	-15.7	-2.6	-2.4	-7.7	-12.8	1.5
CCc1cccc(NC(=O)CN(C)S(=O)(=O)c2cccc3nsnc23)c1	0.8	-1.7	-16.3	5.6	-1.4	-13.3	-0.2	5.1	-4.3	-2.5
Cc1ccc(NC(=O)CSc2nnc(-c3cccs3)o2)cc1S(=O)(=O)N1CCCCC1	-1.8	0.0	-10.9	2.1	-0.1	4.0	-2.2	3.8	0.3	-2.1
O=S(=O)(NCC1NCCc2ccccc21)c1ccccc1 (stereo not drawn)	-3.4	-1.8	-8.6	7.2	-3.5	0.6	-2.7	-3.3	-6.5	-1.8
Cc1cccc(C)c1OCC(=O)NNC(=O)CCCn1c(=O)oc2ccccc21	5.5	0.2	20.5	5.0	1.0	-10.7	-0.5	-1.3	3.1	2.4
COc1cccc(CNC2CCCC2)c1	-5.6	0.5	42.4	5.7	-6.8	-5.4	-0.1	-1.7	9.7	0.7
Cc1cc(C)nc(NS(=O)(=O)c2ccc(NC(=O)C3(c4ccc([N+](=O)[O-])cc4)CCCC3)cc2)n1	-8.3	-0.5	-2.4	14.5	4.8	-7.0	0.5	5.3	-6.5	-2.1
C/C(=N\NC(=O)c1cccc(Br)c1)c1ccccn1	1.7	-0.1	-11.3	3.4	-1.8	0.7	-3.6	-0.8	-5.4	-3.0
O=C(NC1CCCCC1)C(c1ccc(F)cc1)N(Cc1ccc2c(c1)OCO2)C(=O)c1cnsn1 (stereo not drawn)	3.8	4.6	6.0	-1.0	-0.9	-0.8	nt	-2.2	-9.5	0.5
c1ccc(OCCOc2ccccc2-c2nnco2)cc1	-4.7	-0.4	-35.4	-13.2	0.1	-2.9	-1.6	12.0	7.5	-0.2
COc1ccccc1N(C(=O)Cn1nnc2ccccc21)C(C(=O)NCc1ccco1)c1ccc(C)o1 (stereo not drawn)	-0.6	0.8	-5.5	0.3	1.0	-12.2	-1.9	4.7	-15.5	-5.8
Cc1cc(CN2CCOCC2)c(O)c(C2(C)CCCCC2)c1	-11.1	0.3	-9.9	0.3	-7.8	0.0	-0.8	-1.4	-1.8	-4.7
Cc1ccnc(NC(=O)c2ccc(NC(=O)CC3SC(N4CCCC4)=NC3=O)cc2)c1 (stereo not drawn)	-0.4	-0.8	-18.1	3.3	1.1	-9.7	-1.6	5.7	-6.2	0.0
CCC1=[N+](C)c2cccc3cccc(c23)N1C	-2.1	-0.8	4.8	-3.9	2.1	-7.5	-1.5	-1.8	-8.3	-0.1
Cc1cc(=O)oc2c(C)c(OCC(=O)N3CCN(c4ccc(F)cc4)CC3)ccc12	-8.2	-2.0	nt	7.2	1.4	-5.0	-2.4	1.1	2.5	-1.0
O=C(Nc1ccccn1)C1CCN(S(=O)(=O)c2ccc3c(c2)OCCO3)CC1	nt	10.3	19.1	2.5	4.2	-6.6	-0.2	6.2	3.5	24.3*
O=C(/C=C/c1ccco1)N1CCN(c2ccccc2)CC1	-0.5	4.9	18.0	-3.7	-5.1	-22.3	0.6	5.5	8.7	2.5
COc1ccc(CNC(=O)CN(C2CCCCC2)S(C)(=O)=O)cc1	-0.2	1.2	6.8	3.2	1.4	-7.8	-0.4	7.5	-10.1	-4.2

2 entries from above, with values under each structure:
Second line of a record – CAL PDZ FP-1	LANA DNA inh	SR-BI DiI-HDL act	Rtt109 HAT inh	DAGLB inhibitor	Cardiac RTF inh	CAL PDZ FP-2	cardiac RTF act	PKA-R2B act	Keap1 Nrf2 FP
CC1(C)SC2c3ccccc3C(=O)N2[C@@H]1C(=O)NC1CC1 (stereo partly drawn)
→ 1.9	-1.0	3.8	-9.4	2.3	-0.7	-3.3	3.3	-8.6	-0.4
CC(OC(=O)c1ccco1)C(=O)NCc1ccc2c(c1)OCO2 (stereo not drawn)
→ -1.1	-0.7	4.9	-8.3	2.3	9.7	-1.6	-2.9	-4.5	2.4

Screens as filed in PubChem.
